mIAP activ: increases mouse intestinal alkaline phosphatase activity; activation factor at 10 µM; 330,000 compounds, 0.24% hits; muIAP, CDP-Star luminescence, 30 min; stronger effect = higher value; 1 = vehicle-only enzyme signal, 0 = enzyme-free wells;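 active = activation factor of at least 2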; also: the source names both 10 and 20 µM as test concentration; values of inactives mirror those of a sister screen read the other way
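System: Mouse IAP enzyme | Also added: CDP-Star substrate | Dosing: Compounds dispensed in DMSO | Schedule: 30 min enzyme-substrate-compound incubation at room temperature | Technique: Chemiluminescence readout | Control set: DMSO-only wells and no-enzyme negative control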
hIAP inh: human IAP inhibition. inhibition, % at 10 µM. purified IAP, CDP-Star luminescence, 30 min. P09923. 330,000 compounds, 0.12% hits;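 active = inhibition reaching a set limit with compound at 10 µM in the primary screen, cut at about 35% in these data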;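 also: plate controls were DMSO wells with enzyme for no effect and no-enzyme buffer wells for full effect; values of inactives mirror those of a sister screen read the other way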
Target sequence (P09923 whole entry, looked up): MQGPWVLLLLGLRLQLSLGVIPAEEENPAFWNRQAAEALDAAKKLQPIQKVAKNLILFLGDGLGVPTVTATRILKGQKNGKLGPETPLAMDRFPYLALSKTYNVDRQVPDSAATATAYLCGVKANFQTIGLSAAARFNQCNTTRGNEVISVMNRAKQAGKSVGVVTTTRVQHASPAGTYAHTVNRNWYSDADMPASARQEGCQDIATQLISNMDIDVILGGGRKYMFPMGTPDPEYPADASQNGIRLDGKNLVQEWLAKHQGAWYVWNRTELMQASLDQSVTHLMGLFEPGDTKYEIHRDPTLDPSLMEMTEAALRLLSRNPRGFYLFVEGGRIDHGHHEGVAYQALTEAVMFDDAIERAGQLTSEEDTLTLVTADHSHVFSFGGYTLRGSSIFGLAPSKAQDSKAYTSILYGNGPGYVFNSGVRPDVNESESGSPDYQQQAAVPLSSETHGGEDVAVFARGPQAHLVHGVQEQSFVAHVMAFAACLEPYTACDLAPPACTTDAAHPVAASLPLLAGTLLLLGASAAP
beta cell repl: MIN6 beta-cell proliferation induction; MIN6 cells proliferation, ATPlite luminescence, 48 h; cells starved in 0.2% serum; 100% = growth in 10% serum; proliferation, % at 10 µM; 330,000 compounds, 0.29% hits; AID 2380;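 active = compounds whose signal lies at least 3.5 SD above the mean of all wells on their plate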;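 also: 0% = DMSO-treated cells in low-serum medium and 100% = 10% serum control; some compounds called inactive have numbers as strong as hits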
hIAP act: increases human intestinal alkaline phosphatase activity; purified human IAP, CDP-Star luminescence, 30 min; stronger effect = higher value; 1 = vehicle-only enzyme, 0 = enzyme-free background; 330,000 compounds, 0.16% hits; AID 2524; activation factor at 10 µM;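 active = activation factor of the enzyme at least 2-fold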; also: the source names both 10 and 20 µM as test concentration; values of inactives mirror those of a sister screen read the other way
ATG4B inhibitor: blocks human ATG4B protease cleavage of LC3 substrate | Q9Y4P1 | ATG4B cleavage of LC3-PLA2, NBD-HPC fluorescence, 1 h | inhibition, % at 8.33 µM | 340,000 compounds, 0.51% hits | AID 504462; in the data active = inhibition above about 40%
Target sequence (Q9Y4P1 whole entry, looked up): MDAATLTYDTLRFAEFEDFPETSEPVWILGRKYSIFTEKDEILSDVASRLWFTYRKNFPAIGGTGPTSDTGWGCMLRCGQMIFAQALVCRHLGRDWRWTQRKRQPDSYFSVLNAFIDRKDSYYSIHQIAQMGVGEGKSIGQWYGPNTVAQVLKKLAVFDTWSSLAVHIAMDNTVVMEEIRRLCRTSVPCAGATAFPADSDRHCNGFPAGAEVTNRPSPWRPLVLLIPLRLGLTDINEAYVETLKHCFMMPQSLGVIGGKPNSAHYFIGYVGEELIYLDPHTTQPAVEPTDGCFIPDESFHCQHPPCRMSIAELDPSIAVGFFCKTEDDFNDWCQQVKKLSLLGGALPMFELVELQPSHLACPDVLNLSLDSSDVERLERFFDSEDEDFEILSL
A3A deaminase: inhibitors of human APOBEC3A DNA deaminase; inhibition, % at 20 µM; recombinant A3A, FAM/TAMRA ssDNA deamination fluorescence; 330,000 compounds, 0.41% hits; AID 493011;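 active = at least 40% inhibition at 20 µM here, with at most 30% in a related deaminase screen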;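 also: plate controls were A3A with DMSO for no effect and wells lacking A3A enzyme for full effect; some results filed as inactive read as strong as hits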
A3G deaminase: inhibitors of human APOBEC3G DNA deaminase; recombinant A3G, ssDNA deamination FAM/TAMRA fluorescence; inhibition, % at 20 µM; 330,000 compounds, 0.28% hits; AID 493012;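 active = inhibition of at least 40% at 20 µM, with no more than 30% in the related APOBEC3A deaminase screen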;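 also: plate controls were DMSO wells with A3G for no effect and wells lacking A3G enzyme for full effect; some compounds called inactive have numbers as strong as hits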
mIAP inh: blocks mouse intestinal alkaline phosphatase. 330,000 compounds, 0.2% hits. purified mouse IAP, CDP-Star luminescence, 30 min. inhibition, % at 10 µM;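 active = inhibition of at least 40% at 10 µM in the primary screen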;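 also: plate controls were DMSO with enzyme for no effect and no enzyme wells for full effect; values of inactives mirror those of a sister screen read the other way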
MPTP inh: blocks calcium-induced mitochondrial swelling | isolated mouse mitochondria, Ca2+ swelling absorbance, 30 min | inhibition, % at 10 µM | 360,000 compounds, 1.4% hits | AID 602449;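 active = inhibition of 50% or more, scaled per plate between neutral and stimulator controls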;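 also: 0% = DMSO wells given calcium and 100% = 1 mM EGTA wells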
* hit, by the source's call.

Values run as follows: A3A deaminase, ATG4B inhibitor, mIAP activ, hIAP act, A3G deaminase, MPTP inh, beta cell repl, hIAP inh, mIAP inh
> COc1cccc(C2CC(c3cccs3)Nc3ncnn32)c1 (centres undefined)
    -5, -1, 0.96, 0.98, -4, -2.4, 4, 2, 4
> Cc1cc(C)n(CC(O)COc2ccc(Cl)cc2)n1 (centres undefined)
    -8, 0, 1, 1.1, 0, 0.3, 0, -10, 0
> CCc1ccc(OCC(=O)N(C)CCC#N)c(Br)c1
    6, -6, 1, 0.89, -1, -0.5, 0, 12, 0
> CCCCNC(=O)CSc1ccc(S(=O)(=O)N2CCOCC2)cn1
    -5, -4, 1.1, 1.1, -10, -0.1, 0, -10, -8
> CSc1ccc(S(=O)(=O)NCC(=O)OCC(=O)N2CCC(C)CC2)cc1[N+](=O)[O-]
    -2, -5, 0.96, 0.99, -6, -0.7, -4, 1, 4
> CC(=O)CSc1nnc(C(F)(F)F)n1C
    -4, 5, 0.97, 0.94, -5, 1.4, 1, 6, 3
> COc1ccc(-c2noc(COc3ccc(C)c(C)c3)n2)cc1OC
    -2, -5, 1, 0.94, -6, 3.7, 3, 6, 0
> COC(=O)c1ccc(CSc2n[nH]c(C)n2)o1
    -3, 4, 0.96, 0.94, -6, 1.6, -3, 6, 4
> Cc1nn(Cc2c(Cl)cccc2Cl)c(C)c1N
    -4, -8, 1, 0.87, -3, -0.5, -1, 13, 0
> COCc1cccc(C2=CC(=O)C[C@H](c3ccc(OC)cc3)C2)c1
    -2, -4, 0.87, 0.95, -11, -1.1, -5, 5, 13
> C=C1CCN([C@H](C(=O)OCc2cccc(C)c2)C(C)C)S(=O)(=O)c2ccccc21
    -3, 3, 1.1, 1, -16, 2.7, -7, -3, -6
> Cc1cc(C(=O)CN2C(=O)NC(c3ccccc3)(c3ccccc3)C2=O)c(C)n1Cc1ccccc1
    4, -13, 0.98, 0.89, -7, 0.5, -2, 11, 2
> CSc1nc2c(cc1C#N)C(=O)CC(C)(C)C2
    2, -3, 1, 1, -15, 0.1, -3, -1, -5
> CCOC(=O)/C(=C\c1ccc(OC)c(OC)c1)C(=O)c1cccnc1
    -4, -7, 0.96, 0.95, -9, -0.3, 2, 5, 4
> Cc1nnc(N2C(=O)c3cccc4cccc(c34)C2=O)s1
    -7, -3, 0.86, 0.83, -9, -1.5, -1, 17, 14
> CN(Cc1ccon1)C(=O)CC1C(=O)NCCN1Cc1cccc(F)c1F (centres undefined)
    0, -7, 0.99, 1.3, -5, -0.3, -2, -29, 1
> CC(C)CC(=O)Nc1cc2c3c(c1)CCN3C(=O)CC2
    -8, 5, 1.1, 0.82, -5, -0.2, 0, 18, -8
> COc1ccc(NC(=O)COc2ccc(-c3ccccc3)cc2)cc1
    3, -6, 1, 1, 0, 0.8, -4, -3, 0
> Cc1c(=O)n(OCc2ccccn2)c2ccccc2[n+]1[O-]
    -3, -9, 1, 1, -3, -2.1, 0, 0, -2
> O=C(CN(c1ccccc1)S(=O)(=O)c1ccc(Cl)cc1)Nc1cccnc1
    -2, -3, 1, 1.2, -9, -0.2, -4, -18, -4
> NC(=O)CN1C(=O)C2C3C=CC(C3)C2C1=O (centres undefined)
    0, -11, 1, 0.95, -1, 0.1, -1, 5, -4
> O=C(NNC(=O)c1ccc(-c2ccccc2)cc1)Nc1ccccc1F
    -1, 1, 0.98, 1, -6, -1.9, 3, 0, 2
> CCC(NC(=O)c1ccccc1NC(=O)c1ccco1)C(=O)NC1CCCCC1 (centres undefined)
    -5, 2, 1.1, 1.1, -2, -0.4, 1, -13, -8
> O=C(NC(=S)Nc1ccc(N2CCOCC2)cc1)c1cccc(Cl)c1Cl
    -5, -10, 1, 0.86, -9, 0.2, -1, 14, -3
> CCO[C@@H]1OC(C(=O)N2CCN(Cc3ccccc3)CC2)=C[C@H](C)[C@H]1CCCO
    -3, -8, 0.95, 0.9, -4, -2.2, -1, 10, 5
> C[n+]1cn(Cc2ccc(C#N)cc2)c2ccccc21
    3, 7, 0.97, 1.1, -5, -0.2, -2, -6, 2
> NC(=O)CC(NC(=O)Cc1ccc(Cl)cc1)c1ccc(NC2CCCCC2)c([N+](=O)[O-])c1 (centres undefined)
    -1, -3, 0.92, 0.94, -4, -1.1, -7, 6, 8
> Nc1nc(SCc2cccc([N+](=O)[O-])c2)n[nH]1
    -2, -1, 0.92, 0.99, -6, 0.0, 1, 1, 8
> COc1ccccc1N1CC(C(=O)Nc2ccccc2N2CCCC2)CC1=O (centres undefined)
    -1, 0, 0.98, 0.96, -6, -1.0, 4, 4, 2
> CCc1nc2ccccc2c(NC(=O)CN2CC(C)CC(C)C2)c1C (centres undefined)
    2, -7, 1, 1.1, 1, 0.6, -1, -14, -2
> CN1CCN(C(=O)/C=C/c2ccc([N+](=O)[O-])cc2)CC1
    4, -8, 1, 1, -2, 0.8, 0, -4, -4
> Cc1ccc(C(=O)NC2CCN(S(=O)(=O)c3ccc(C)cc3)CC2)cc1
    3, -8, 1.1, 1.1, -3, -2.3, -2, -11, -11
> CCOC(CNC(=O)C(=O)Nc1cc2c3c(c1)CCC(=O)N3CCC2)OCC
    -2, -3, 1, 1, -3, -0.8, -2, 0, -2
> CN1CCN(CCCNC(=O)c2cc3c(-c4ccc(Cl)cc4)nn(C)c3s2)CC1
    -2, -7, 1, 1.1, -5, -0.3, -8, -9, -4
> O=C(COc1ccc(Cl)cc1)NCc1nnc(SCC(=O)N2CCCCC2)o1
    5, -13, 1, 0.87, 4, -2.1, -1, 13, 0
> COc1ccc(N=N/C(C(C)=O)=C(/C)O)cc1
    0, -2, 0.97, 1.1, -1, 2.8, -7, -10, 3
> CN(C(=O)C1CCCCN1S(=O)(=O)c1ccccc1)c1ccccc1 (centres undefined)
    -1, -6, 1, 0.99, 0, -0.5, -3, 1, 0
> COCC(=O)Nc1ccc(N2CCCC2)c(S(=O)(=O)Nc2ccccc2OC)c1
    -3, -7, 1.2, 0.94, -4, 0.1, 1, 6, -16
> COc1ccccc1C(=O)COC(=O)CN1C(=O)C2CC=CCC2C1=O (centres undefined)
    0, 3, 1, 0.89, -3, -1.8, -2, 11, 0
> O=C(NC1CCCCC1)C(c1ccco1)N(Cc1cccs1)C(=O)Cn1nnc2ccccc21 (centres undefined)
    -8, 3, 1.3, 1.1, -4, 0.2, 2, -13, -30

Some of these compounds in order of molar mass, descending:
Values run as follows: A3A deaminase, ATG4B inhibitor, mIAP activ, hIAP act, A3G deaminase, MPTP inh, beta cell repl, hIAP inh, mIAP inh
> CN1CCN(CCCNC(=O)c2cc3c(-c4ccc(Cl)cc4)nn(C)c3s2)CC1
    -2, -7, 1, 1.1, -5, -0.3, -8, -9, -4
> O=C(NC(=S)Nc1ccc(N2CCOCC2)cc1)c1cccc(Cl)c1Cl
    -5, -10, 1, 0.86, -9, 0.2, -1, 14, -3
> COc1ccccc1C(=O)COC(=O)CN1C(=O)C2CC=CCC2C1=O (centres undefined)
    0, 3, 1, 0.89, -3, -1.8, -2, 11, 0
> O=C(NNC(=O)c1ccc(-c2ccccc2)cc1)Nc1ccccc1F
    -1, 1, 0.98, 1, -6, -1.9, 3, 0, 2
> CCc1nc2ccccc2c(NC(=O)CN2CC(C)CC(C)C2)c1C (centres undefined)
    2, -7, 1, 1.1, 1, 0.6, -1, -14, -2
> CN1CCN(C(=O)/C=C/c2ccc([N+](=O)[O-])cc2)CC1
    4, -8, 1, 1, -2, 0.8, 0, -4, -4
> Nc1nc(SCc2cccc([N+](=O)[O-])c2)n[nH]1
    -2, -1, 0.92, 0.99, -6, 0.0, 1, 1, 8
> C[n+]1cn(Cc2ccc(C#N)cc2)c2ccccc21
    3, 7, 0.97, 1.1, -5, -0.2, -2, -6, 2

Later entries:
Values run as follows: A3A deaminase, ATG4B inhibitor, mIAP activ, hIAP act, A3G deaminase, MPTP inh, beta cell repl, hIAP inh, mIAP inh
> COc1ccc(-c2nc(=S)c3c([nH]2)Oc2ccc(C)cc2C3)cc1O
    1, 0, 0.94, 1, -5, -0.2, -4, -3, 6
> COc1cc(OC)cc(N2C(=O)CC(N3CCC(C(=O)N4CCCCC4)CC3)C2=O)c1 (centres undefined)
    12, 2, 1.1, 1.1, 2, 0.1, -3, -14, -11
> O=c1c2ccccc2c(C=NCc2ccccn2)c(O)n1-c1ccccc1
    -1, 6, 1, 1.1, -4, 2.5, -3, -6, -5
> CCN(CC)S(=O)(=O)c1ccc(Cl)c(NC(=O)c2ccncc2)c1
    -3, -11, 0.88, 0.92, -7, -0.1, -1, 8, 12
> COc1ccc(-c2cc(CNC(=O)CN3CCN(C)CC3)on2)cc1
    -3, -10, 0.96, 0.75, -2, 0.6, 0, 25, 4
> Cc1ccc(S(=O)(=O)N2CCN(c3ccc(C(=O)N4CCOCC4)cc3[N+](=O)[O-])CC2)cc1
    0, -7, 0.91, 1, -3, 4.1, 0, -2, 9
> COc1ccc(Cl)cc1NC(=O)CSc1sc2c(O)cc(=O)[nH]c2c1C#N
    16, 1, 0.85, 0.96, 2, 0.3, -3, 4, 15
> Cn1nc(Cc2cccc3ccccc23)c(C#N)c1N
    -2, -8, 1.1, 0.84, -9, 0.1, -1, 16, -6
> Cc1ccccc1OCCn1cc(C=O)c2ccccc21
    1, -15, 0.97, 1.1, 3, 0.5, -1, -11, 3
> COc1ccc(N2C(=O)CC2(C#N)c2ccc(OCc3ccccc3)cc2)cc1 (centres undefined)
    0, 3, 0.9, 0.97, 1, 19, 0, 3, 10
> O=C(NCc1nnc(SCC(=O)N2CCCCC2)o1)c1c(F)cccc1Cl
    -7, -6, 0.93, 1.3, -9, -2.8, -1, -33, 8
> CC(C(=O)N1CCCCCC1)c1ccc([N+](=O)[O-])cc1 (centres undefined)
    3, -2, 1.1, 1.1, -2, -3.2, 0, -13, -6
> O=C(Nc1nnc(/N=C/c2ccco2)s1)c1ccc(F)cc1
    0, -5, 0.99, 0.91, -3, -1.3, -3, 9, 0
> Cc1ccccc1C(=O)N1CCC(C(=O)Nc2ccc(C)c(S(=O)(=O)N3CCCCC3)c2)CC1
    -1, -16, 1.6, 0.91, -6, -0.1, -4, 10, -60
> CN(C)C(=O)COC(=O)c1cccnc1Nc1ccccc1F
    5, -4, 0.97, 0.99, 1, 0.4, 0, 1, 3
